Bioassay records: PubChem, National Center for Advancing Translational Sciences (NCATS)
KAT2A inh = inhibitors of human GCN5L2 histone acetyltransferase. GCN5L2 HAT assay, ThioGlo1 CoA-SH fluorescence. Potency, µM (highest dose often 58.9 µM), for inactives: at the top dose activity change, negative = inhibition, usual class: inhibitors. 390,000 tested, 0.21% active. AID 504327
Target sequence (Q92830 whole entry, looked up): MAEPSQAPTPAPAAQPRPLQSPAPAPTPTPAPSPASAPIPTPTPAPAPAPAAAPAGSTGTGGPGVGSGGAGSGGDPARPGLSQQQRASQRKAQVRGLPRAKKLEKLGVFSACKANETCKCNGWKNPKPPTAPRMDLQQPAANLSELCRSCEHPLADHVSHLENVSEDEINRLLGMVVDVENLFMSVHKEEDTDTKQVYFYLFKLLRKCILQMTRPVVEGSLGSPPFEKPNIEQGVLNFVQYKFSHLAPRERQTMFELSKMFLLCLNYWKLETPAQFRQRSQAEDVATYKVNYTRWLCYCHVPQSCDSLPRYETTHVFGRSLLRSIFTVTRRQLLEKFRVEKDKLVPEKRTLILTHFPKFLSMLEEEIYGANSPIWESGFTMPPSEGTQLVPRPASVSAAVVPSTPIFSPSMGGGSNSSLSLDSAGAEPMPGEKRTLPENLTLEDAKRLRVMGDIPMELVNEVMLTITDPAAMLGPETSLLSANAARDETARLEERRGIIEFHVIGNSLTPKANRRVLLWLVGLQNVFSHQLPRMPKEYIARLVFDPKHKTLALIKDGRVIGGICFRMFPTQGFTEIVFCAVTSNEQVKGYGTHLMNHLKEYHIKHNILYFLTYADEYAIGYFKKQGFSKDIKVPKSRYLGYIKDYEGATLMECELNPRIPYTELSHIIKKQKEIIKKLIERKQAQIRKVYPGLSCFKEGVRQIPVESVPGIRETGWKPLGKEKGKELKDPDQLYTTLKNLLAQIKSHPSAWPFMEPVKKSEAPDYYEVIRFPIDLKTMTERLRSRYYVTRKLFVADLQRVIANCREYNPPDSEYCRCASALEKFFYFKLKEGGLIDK
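Preincubate 20nM GCN5L2 with compound 15 min, RT → add 50uM ThioGlo1 + 75uM H3(1-25) + 70uM acetyl-CoA → read fluorescence 0 and 20 min. Primary qHTS; fluorescent artifacts likely.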
TDP1 cell CPT = DT40-hTDP1 cell growth loss with CPT; 420,000 tested, 12% active; chicken DT40 Tdp1-/-;hTDP1 cells + 20 nM CPT, ATP luminescence, 48 h; Potency, µM (titrated, usually from 46.2 µM), for inactives: top-dose activity change, negative = growth inhibition, most hits filed as inhibitors; AID 686979; further: nearly all actives have a fitted effect of over 55% in size
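Chicken DT40 Tdp1-/- cells stably complemented with human TDP1 were seeded at 400 cells/well in medium containing 20 nM camptothecin, exposed to pin-transferred compounds, and grown at 37 °C for at least 48 hr. Viability was read as ATP luminescence.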
DT40 TDP1 no CPT = qHTS for Inhibitors of human tyrosyl-DNA phosphodiesterase 1 (TDP1): qHTS in cells in absence of CPT; DT40 Tdp1-/- hTDP1 cells, no CPT, ATP luminescence, 48 h; Potency, µM (highest dose often 46.2 µM), without a hit: at the highest dose activity change, negative = growth inhibition, actives largely listed as inhibitors; 420,000 tested, 15% active; further: nearly all actives have a fitted effect of over 55% in size
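Chicken DT40 Tdp1-/- cells complemented with human TDP1, screened without camptothecin (DMSO vehicle only), 400 cells/well. Compounds pin-transferred, cells incubated at 37 °C for at least 48 hr. Growth read as ATP-dependent luminescence (CellTiter-Glo, 30 min at RT).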
* hit, by the source's call; ? = inconclusive; / = no result given; [ ] = another dose, or the depositor's remark. The call rests on the fitted dose curve; in most records, active means well fitted curve in the direction sought with a large enough effect; inconclusive means small, poorly fitted or top-dose-only effect, or another doubt; inactive means no such curve, though single readings can be large; an effect the other way counts as inactive or inconclusive. On the % scale 0 is the no-effect control and ±100 the full control effect; potency means the concentration at half of the fitted maximal effect.

smiles,DT40 TDP1 no CPT,KAT2A inh,TDP1 cell CPT
N/C(=N\c1nc2ccccc2o1)NC(=O)c1ccccc1F,?,11.6%,-0.7%
Cc1onc(-c2ccccc2Cl)c1C(N)=O,-14.3%,-1.0%,1.0%
Cc1ccc(OCCCC(=O)NC2CCCCC2)cc1,-16.1%,-12.3%,4.5%
COc1ccc(CNC(=O)COC(=O)c2ccc(S(=O)(=O)N3CCOCC3)cc2)cc1,-26.4%,3.1%,0.2%
Cc1cc(NC(=O)c2cc(-c3ccc(Br)cc3)on2)no1,-3.3%,12.0%,-27.5%
COC(=O)c1ccc2ccn(CC(=O)NC(C)C)c2c1,-12.4%,-11.5%,-0.8%
COCCNC(=O)Nc1ccc2nc(C)sc2c1,-21.6%,-3.4%,-4.6%
CCOC(=O)c1cccc(NC(=O)c2ccc3c(c2)C(=O)N(CC2CCCO2)C3=O)c1 (stereo not given),0.9%,-3.1%,-1.8%
COc1ccc(-c2nnc(SCC(=O)Oc3cccc(C)c3C)o2)cc1,2.6%,-3.4%,5.6%
Cc1cnc(C(=O)N2CCCC(C(=O)c3ccc(C(C)(C)C)cc3)C2)cn1 (stereo not given),23.1µM*,-1.5%,?
CCOC(=O)c1sc(=S)n(Cc2ccccc2)c1C,-20.1%,-5.3%,-5.3%
Cn1c(Nc2ccc(Cl)cc2F)nc2cc(-c3ccccc3)sc2c1=O,?,/,?
CCOc1cc(C(=O)OCC(=O)Nc2ccc(Cl)cn2)ccc1OCC(=O)N1CCOCC1,?,-5.0%,3.6%
Cc1c(C(=O)Nc2nccs2)oc2c(Cl)cccc12,-25.8%,-10.5%,?
O=C(N/C(=C/c1ccc(F)cc1)C(=O)N1CCOCC1)c1ccco1,2.3%,/,1.0%
CCN(CC)S(=O)(=O)c1ccc(N2CCN(S(=O)(=O)c3ccccc3C#N)CC2)nc1,?,-8.2%,?
Cc1ccc2c(c1)C1CN(C)CCC1N2S(=O)(=O)c1ccccc1F (stereo not given),17.6%,-3.4%,4.3%
CCOC(=O)C1(C)NC(c2ccco2)C2C(=O)N(C)C(=O)C21 (stereo not given),-5.4%,-3.3%,7.8%
O=C(Cn1c(=O)n(-c2ccc(F)cc2)c(=O)c2sccc21)c1ccccc1,-7.6%,3.9%,-7.8%
Cc1ccc(NC(=O)OCCNC(=O)c2ccncc2)cc1,-1.1%,-10.0%,2.4%
COCCCNC(=O)c1ccc(CSCc2ccc(C)cc2)o1,?,0.4%,?
CCC(=O)N1CCc2cc(S(=O)(=O)NC(Cc3ccccc3)C(=O)NC3CCCCC3C)ccc21 (stereo not given),?,-9.1%,?
CCOc1ccc(N/C=C/C(=O)c2ccc(OC)cc2)cc1,-19.1%,-5.8%,?
Cc1c(CN2CCC(C(=O)Nc3ccc(Oc4ccccc4)nc3)CC2)cnn1C,14.2%,-18.4%,11.1%
Cc1cc(C)n(S(=O)(=O)Cc2ccccc2)n1,-1.2%,-2.9%,2.9%
Cc1ccc2[nH]c3ccccc3c(=O)c2c1,11.6µM*,-3.3%,11.6µM*
Cc1sc2ncn(CC(=O)N3CCCCC3)c(=O)c2c1S(=O)(=O)N1CCC(C)CC1,-18.3%,2.8%,16.1%
COc1ccc(C2(CNC(=O)c3cc([N+](=O)[O-])cc([N+](=O)[O-])c3)CCCC2)cc1OC,16.4µM*,2.2%,20.6µM*
Cn1ccc2c(OCC(=O)NCc3ccc(F)cc3)cccc2c1=O,?,-15.0%,-29.5%
Cc1ccc(C(=O)CCC(=O)Nc2cccc(C)c2)cc1,3.0%,-6.1%,-4.7%
CCN(C(=O)Cn1cnc2onc(-c3ccc(F)cc3)c2c1=O)c1cc(C)ccc1C,20.6µM*,3.2%,13µM*
Cc1cccc(C(=O)Nc2ccc(-c3nc4ncccc4o3)cc2C)c1,?,-16.7%,?

Single records, from the list above. Screens in order: DT40 TDP1 no CPT	KAT2A inh	TDP1 cell CPT
`CCN(C(=O)Cn1cnc2onc(-c3ccc(F)cc3)c2c1=O)c1cc(C)ccc1C` is listed with 20.6µM*	3.2%	13µM*
`Cc1ccc(C(=O)CCC(=O)Nc2cccc(C)c2)cc1` is listed with 3.0%	-6.1%	-4.7%

Additional structures
smiles,DT40 TDP1 no CPT,KAT2A inh,TDP1 cell CPT
Cc1ccc(S(=O)(=O)CCC(=O)c2cccc([N+](=O)[O-])c2)cc1,2.59µM*,-29.7%,2.06µM*
COc1ccc(-c2c(C)nn3c(N)c(C#N)cnc23)cc1OC,13µM*,1.8%,7.31µM*
CCN(CC(=O)NCc1ccc(Cl)cc1)C(=O)CCc1ccccc1O,-19.5%,2.3%,-0.6%
c1ccc(COc2ccccc2CNc2nn[nH]n2)cc1,-22.3%,0.8%,-27.8%
COc1ccc([C@H]2C[C@@H](n3cc(COC(=O)c4ccccc4)nn3)[C@H](O)CN2C(=O)C2CCCCC2)cc1,-10.8%,/,4.5%
CCOC1=CC(=O)N(Cc2ccccc2)C1,-1.5%,/,-1.0%
Cn1c(C(=O)NCc2ccccc2)cc2oc3ccccc3c21,-28.9%,-16.5%,-12.8%
Cc1ccccc1-c1nc(CN2CCC(C(=O)NCCCN3CC(C)CC(C)C3)CC2)c(C)o1 (stereo not given),?,-1.0%,23.1µM*
O=C(COC(=O)c1cc[n+]([O-])cc1)Nc1ccc([N+](=O)[O-])cc1Cl,-12.6%,0.9%,-16.4%
CC(=O)c1c(C)[nH]c(C(=O)N2CC(C)CC(C)C2)c1C (stereo not given),4.8%,-0.1%,0.8%
CCCCCCc1c(C)[nH]c2nc3ccccc3n2c1=O,-24.4%,-3.4%,2.0%
CCOc1ccccc1NC(=O)c1cc(CC(C)C)oc1C,23.1µM*,-2.0%,23.1µM*
CCC(Sc1ncnc2c1c(-c1ccccc1)cn2-c1ccc(OC)cc1)C(=O)OC (stereo not given),?,-8.4%,?
Cc1ccc(C)n1-c1sc2c(c1C#N)CCCC2,-1.5%,-3.9%,-2.0%
COc1ccc(NC(=O)C2CCN(C(=O)c3cccs3)CC2)c(OC)c1,?,1.7%,?
COC(=O)c1cccc(COC(=O)c2ccccc2NC(=O)c2ccco2)c1,-20.5%,-9.9%,2.6%
COc1ccc([C@H]2CC(=O)C=C(c3cc(C)ccc3OC)C2)cc1,6.51µM*,-2.9%,4.11µM*
Cc1c(C(=O)Nc2ccc3c(c2)OCCO3)oc2ccc(Br)cc12,2.9%,-14.7%,-5.9%
CC(O)[C@H]1CNC(=O)C(=O)N1CCC12CC3CC(CC(C3)C1)C2 (stereo not given in full),0.6%,2.1%,-10.8%
Cc1cccc(C)c1NC(=O)CCS(=O)(=O)c1ccc2c(c1)CC(C)N2C(=O)C1CC1 (stereo not given),?,-4.2%,?
O=C(CSc1nnc(-c2ccccc2O)n1Cc1ccccc1)NNC(=O)c1ccccc1O,?,-3.0%,?
COc1ccc(-c2nc(C#N)c(NCc3ccc(C)cc3)o2)cc1OC,?,/,?
Cc1ccc(NC(=O)c2sc(-n3nc(C)c(CCC(C)C)c3C)nc2C)cc1C,?,-14.1%,?
Cc1nn(CC(=O)Nc2cc(S(=O)(=O)N(C)C)ccc2Cl)c(C)c1[N+](=O)[O-],-21.7%,-0.2%,-19.4%
CN(Cc1ccccc1)S(=O)(=O)c1ccc(NC(=O)c2ccccc2C(=O)O)cc1,-3.1%,/,5.8%
Clc1ccc2nc3ccccn3c2c1,-6.8%,-24.5%,-5.3%
COCCCNC(=O)C1CCN(c2ncccn2)CC1,?,-0.6%,14.9%
O=c1[nH]c2ccc(Cl)cc2c(-c2ccccc2)c1N1CCN(CCO)CC1,?,0.4%,?
Nc1c(Cl)cc(C2=NCCn3c2c2ccccc2[n+]3[O-])cc1Cl,?,-2.6%,?
CSc1ncc(Cl)c(C(=O)Nc2nc3ccc(F)cc3s2)n1,4.0%,-4.7%,1.4%
C#CCN(C[C@H]1[C@H](OC(=O)NCc2ccc(OC)c(OC)c2)[C@H](OC(=O)NCc2ccc(OC)c(OC)c2)C[C@@H](C(=O)OC)[C@H]1C(=O)OC)S(=O)(=O)c1ccc(C)cc1,13µM*,/,20.6µM*
O=C(Cn1cnc2c(nnn2-c2ccccc2)c1=O)N1CCCc2ccccc21,?,-10.5%,?
O=C(NCCS(=O)(=O)NCCc1ccccc1)c1ccccc1,-11.1%,-4.7%,-0.8%
CC(Oc1ccc2c(-c3ccccc3)cc(=O)oc2c1)C(=O)NCC(O)c1ccccc1 (stereo not given),?,-4.9%,?
CNC(=S)NCCc1cc2c(OC)ccc(OC)c2[nH]c1=O,?,-5.1%,-22.0%
O=C(C/C=N/OCc1ccccc1F)c1cnc(-c2ccc(Cl)cc2)s1,-25.6%,-18.4%,-21.9%
O=C(COC(=O)c1ccc(F)cc1F)Nc1ccc(Cl)cn1,16.3%,-0.2%,1.3%
CC(=O)c1ccc(NC(=O)CCc2c(C)nn(-c3ccc(N4CCCCC4)nn3)c2C)cc1,?,?,?
Cc1ccc(C(=O)COC(=O)CSc2cccc3cccnc23)c(C)c1,-29.6%,/,?
CSCCC(N=C1NS(=O)(=O)c2ccccc21)C(=O)N1CCCC(C(N)=O)C1 (stereo not given),4.1%,-2.3%,-5.3%
COc1cc(OC)c(NC(=O)c2c(N3CCCC3=O)c3cc(C)ccc3n2C)cc1Cl,-22.1%,-0.5%,-12.3%
COC(=O)Nc1c(C)n(C)n(-c2ccccc2)c1=O,?,-1.6%,5.9%
COc1cc(NC(=O)c2cc(-c3ccccc3Cl)on2)cc(OC)c1OC,2.91µM*,-23.5%,2.91µM*
CN1CCN(C(=O)c2ccc(-n3cccc3)cc2)CC1,2.1%,-6.7%,1.4%
Cc1nnc(NC(=O)c2sc3ccccc3c2Cl)s1,?,-8.1%,-6.1%
O=C(O)c1cccc(CSc2nnc(-c3ccco3)o2)c1,2.4%,-4.9%,7.3%
COc1ccccc1C(=O)NCC(=O)N/N=C/c1cccc(Cl)c1,-13.9%,-9.4%,-23.4%
CCCCOc1ccc(N(CC(=O)NCCOC)C(=O)CCC(=O)Nc2ccccn2)cc1,-4.9%,2.3%,-8.5%
O=C(Cn1ncc2c3ccccc3n(Cc3ccccc3)c2c1=O)NCCCN1CCCC1=O,-1.6%,?,?
Cc1cccc(-c2nnc3sc(-c4ccccc4C)nn23)c1,14.6µM*,-6.2%,?
COC(=O)c1ccc(Nc2nc(C)cc(C)n2)cc1,-7.5%,-0.4%,-2.9%
O=S(=O)(c1ccc(=S)[nH]c1)N1CCCC1,?,73.2%[activator],?
CCN(CC)C(C(=O)NC1CCCCC1)c1ccc(C)cc1 (stereo not given),?,-6.5%,-25.2%
Cc1cccc(SCc2noc(C(=O)NC(C)C)c2C(=O)O)c1,12.7%,-1.1%,-3.8%
COc1ccc2nc(N3CCCC(C(=O)NCCCN4C(C)CCCC4C)C3)sc2c1 (stereo not given),-22.5%,-0.1%,9.9%
O=C(NCCc1ccccc1)c1cccc(NC(=O)c2ccccc2)c1,?,/,?

Later entries:
smiles,DT40 TDP1 no CPT,KAT2A inh,TDP1 cell CPT
O=c1[nH]c(=O)n(-c2cc(Br)c(O)c(Br)c2)cc1Br,-3.5%,-2.5%,2.5%
OCC1(C2=NOC(O)(C(F)(F)F)C2)CCCCC1 (stereo not given),-11.7%,-1.0%,-6.4%
O=C(Cn1cnc2cc([N+](=O)[O-])ccc2c1=O)Nc1ccc2c(c1)OCO2,3.3%,-8.3%,-10.3%
O=C1Nc2ccccc2-c2nnnn2C1N1CCCC1 (stereo not given),-4.6%,/,0.5%
CCCOc1ccc(OC(=O)c2sc3ncn(Cc4cccc(F)c4)c(=O)c3c2C)cc1,?,0.3%,?
COc1ccc(CCC(=O)N2CCN(S(=O)(=O)c3cccc(C(F)(F)F)c3)CC2)cc1OC,-24.3%,-5.2%,?
Clc1ccc2nccnc2c1,0.794µM*,/,1µM*
Cc1oc(-c2ccccc2F)nc1CSCC(=O)NC1CCCC1,11.6%,1.8%,-15.0%
C/C(=N/NC(=O)CCCOc1ccc(Cl)cc1Cl)c1ccc(C)o1,-29.3%,0.1%,24.2%
Cn1nc(C(=O)OCC(=O)Nc2ccc(C(N)=O)cc2)c2ccccc2c1=O,-15.6%,-0.4%,-21.7%
Cc1ccccc1CNCc1cccnc1,-6.0%,-6.8%,-7.9%
